Screening data (PubChem)
DAGLB inhibitor: DAGLB lipase inhibitors, primary screen, biochemical, fluorescence, HTS | HEK293T DAGLB membrane lysate, EnzChek fluorogenic substrate | inhibition, % at 5.17 µM | Diacylglycerol lipase-beta (Homo sapiens), Q8NCG7 | hit rate 0.059% among 340,000; in the data active means inhibition above about 34%;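 further: 0% = enzyme with vehicle and 100% = wells lacking enzyme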
Arr AP2 block: inhibitors of beta-arrestin/AP2 binding, primary screen, biochemical, GPCR trafficking, flow cytometry; FITC-arrestin peptide / GST-AP2 beads; AP2 beta2 appendage carries R879A mutation; hit rate 0.31% among 340,000; beta-arrestin 1 C-terminal peptide binding to AP2 beta2-adaptin appendage (human); inhibition, % at 10 µM;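 active means inhibition above a set limit, near 3 SD of compounds lacking own fluorescence, cut at about 54% in these data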;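 further: plate controls were DMSO wells for no effect and 5 µM unlabelled arrestin peptide for full effect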
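test system = AP2 appendage R879A on GSH beads | buffer or medium = PBS plus Tween 20 (0.05%) and BSA (0.1%) | incubation = 12 min plus 1 h, RT | detection = bead flow cytometry, FITC channel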
V-ATPase pH: regulators of yeast V-ATPase proton pumping, primary screen, pHLuorin cytosolic pH fluorescence; S. cerevisiae; AID 504577, 2011; response, % at 10 µM; hit rate 0.37% among 350,000; in the data active means response mostly above about 7.3%, no sharp cut-off; inactive means mostly below about 5.4%; further: actives read high; inactives centre near 0; some compounds called inactive have numbers as strong as hits
RTF Ca sens inh: cardiac RTF calcium sensitivity inhibitors, primary screen, biochemical, IANBD-TnC fluorescence, EC70 calcium; inhibition, % at 7.15 µM; hit rate 0.12% among 340,000; AID 493244, 2011; IANBD-labeled cardiac RTF, Ca2+ fluorescence;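 active means inhibition above the mean inhibition of all tested compounds plus 3 SD, cut at about 17% in these data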;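 further: assay run at fixed EC70 calcium of 1.6 mM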
Keap1-Nrf2 PPI: Keap1-Nrf2 protein-protein interaction inhibitors, primary screen, biochemical, fluorescence polarization, single point; Keap1 Kelch-Nrf2 peptide fluorescence polarization, 1536-well; inhibition, % at 9.4 µM; hit rate 0.15% among 340,000; Kelch-like ECH-associated protein 1 (Homo sapiens), Q14145; in the data active means inhibition above about 12%;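 further: human Keap1 Kelch domain with fluorescein labeled Nrf2 9mer peptide probe; 0% = neutral control wells and 100% = peptide positive control; higher means more block of Keap1 binding to Nrf2 peptide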
Pemphigus Ab inh: inhibitors of pemphigus antibody binding to DSG3, primary screen, biochemical, bead-based, flow cytometry, scFv-GFP. AID 588358, 2011. hit rate 0.48% among 310,000. binding (percent of control), % at 10 µM. Desmoglein-3 (Homo sapiens), P32926. DSG3-coupled beads, scFv-anti-DSG3-GFP binding; hits give low values;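 active means binding more than 3 SD below its plate's average and above zero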;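 further: hits lower antibody fragment binding to DSG3; some compounds called inactive have numbers as strong as hits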
NSD2 inh: NSD2 histone methyltransferase inhibitors, primary screen, biochemical, AlphaScreen, single concentration, set 2. hit rate 0.54% among 310,000. Histone-lysine N-methyltransferase NSD2 (Homo sapiens), O96028. NSD2 peptide methylation, 120 min. inhibition, % at 12.5 µM; in the data active means inhibition above about 50%
Target sequence (O96028 whole entry, looked up): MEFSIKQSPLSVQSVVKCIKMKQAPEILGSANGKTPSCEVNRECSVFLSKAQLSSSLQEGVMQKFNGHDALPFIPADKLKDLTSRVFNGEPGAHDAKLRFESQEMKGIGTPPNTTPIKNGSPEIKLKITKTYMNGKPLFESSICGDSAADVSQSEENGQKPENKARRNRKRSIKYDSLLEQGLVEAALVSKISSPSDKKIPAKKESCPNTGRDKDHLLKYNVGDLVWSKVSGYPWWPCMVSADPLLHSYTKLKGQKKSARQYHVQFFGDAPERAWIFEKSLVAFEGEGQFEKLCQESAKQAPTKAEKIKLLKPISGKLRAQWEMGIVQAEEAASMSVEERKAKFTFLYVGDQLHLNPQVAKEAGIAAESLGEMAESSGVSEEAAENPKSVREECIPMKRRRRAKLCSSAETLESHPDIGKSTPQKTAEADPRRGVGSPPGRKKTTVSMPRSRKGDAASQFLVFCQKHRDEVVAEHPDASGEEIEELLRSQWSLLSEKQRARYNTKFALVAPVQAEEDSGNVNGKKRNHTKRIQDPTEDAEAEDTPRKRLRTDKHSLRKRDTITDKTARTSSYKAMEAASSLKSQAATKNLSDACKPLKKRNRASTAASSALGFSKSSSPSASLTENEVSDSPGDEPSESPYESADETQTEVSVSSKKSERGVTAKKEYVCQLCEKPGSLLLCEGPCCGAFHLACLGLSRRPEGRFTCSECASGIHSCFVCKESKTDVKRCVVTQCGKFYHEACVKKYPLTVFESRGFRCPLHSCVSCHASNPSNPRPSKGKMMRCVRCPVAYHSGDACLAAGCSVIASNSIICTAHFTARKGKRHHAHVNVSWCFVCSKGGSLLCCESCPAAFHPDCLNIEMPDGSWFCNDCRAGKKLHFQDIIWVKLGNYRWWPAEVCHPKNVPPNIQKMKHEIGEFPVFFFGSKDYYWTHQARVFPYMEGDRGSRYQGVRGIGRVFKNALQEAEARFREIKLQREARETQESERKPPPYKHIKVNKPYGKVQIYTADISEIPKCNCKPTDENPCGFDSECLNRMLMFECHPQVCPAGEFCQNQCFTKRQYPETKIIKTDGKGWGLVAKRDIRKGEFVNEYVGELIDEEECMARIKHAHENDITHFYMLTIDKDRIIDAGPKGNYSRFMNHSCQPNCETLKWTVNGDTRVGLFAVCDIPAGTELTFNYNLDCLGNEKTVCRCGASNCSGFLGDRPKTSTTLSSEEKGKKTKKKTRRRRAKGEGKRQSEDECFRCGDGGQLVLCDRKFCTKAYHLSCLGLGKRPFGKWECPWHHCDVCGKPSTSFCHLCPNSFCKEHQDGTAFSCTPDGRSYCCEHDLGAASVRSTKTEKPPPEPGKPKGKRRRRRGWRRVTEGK
CAL PDZ FP-1: CAL PDZ peptide-binding inhibitors, primary screen, biochemical, fluorescence polarization, Cer-tagged CAL PDZ, HTS; Golgi-associated PDZ and coiled-coil motif-containing protein (Homo sapiens), Q9HD26; AID 504414, 2011; inhibition, % at 20 µM; hit rate 0.02% among 330,000; purified CAL PDZ, TMR-peptide fluorescence polarization, 1 h;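 active means highest replicate inhibition of at least 40%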;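 further: plate controls were DMSO neutral control wells for no effect and unlabeled competitor peptide control wells for full effect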
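Read-out basis: mP drop reported as inhibition | Assay system: Tagged CAL PDZ protein CerCALP, purified | Benchmarks: Unlabelled peptide for full inhibition, DMSO wells as neutral | Schedule: 1 h incubation at room temperature before polarization reading | Buffer or medium: Sodium phosphate/NaCl buffer pH 7.4 with TCEP, IgG, Thesit | Doses: Single point, 20 µM | Measured by: Fluorescence polarization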
LANA DNA inh: inhibitors of KSHV C-LANA binding to DNA, primary screen, biochemical, fluorescence polarization, FAM-LBS DNA, MBP-C-LANA, single point; inhibition, % at 9 µM; hit rate 0.078% among 340,000; AID 504423, 2011;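 active means highest replicate inhibition at or above 60% at 9 µM, even if other replicates fall short; inactive means all replicates below 60% inhibition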;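 further: 0% = neutral control wells and 100% = 4 µM acridine orange control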
CAL PDZ FP-2: untagged CAL PDZ binding inhibitors, primary screen, biochemical, fluorescence polarization, HTS; Golgi-associated PDZ and coiled-coil motif-containing protein (Homo sapiens), Q9HD26; purified CAL PDZ, TMR-peptide fluorescence polarization, 1 h; inhibition, % at 24.9 µM; hit rate 0.92% among 300,000; AID 602252, 2012;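 active means mean inhibition of at least 30% with at least half of replicates also reaching 30%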;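 further: 0% = DMSO neutral control and 100% = excess unlabeled competitor peptide PRC23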
* marks the source's active call; other numbers are inactive results; x = not tested or not shown. These rows are one share of the data; count on the stated rates, not on these rows.

SMILES	DAGLB inhibitor	Arr AP2 block	V-ATPase pH	RTF Ca sens inh	Keap1-Nrf2 PPI	Pemphigus Ab inh	NSD2 inh	CAL PDZ FP-1	LANA DNA inh	CAL PDZ FP-2
COc1ccc(C(=O)Nc2c(Cl)cc(Cl)cc2C(=O)N2CCOCC2)cc1	0	-6	2	10	0	83	-1	-2.5	-0.5	0
Cc1nc2cc(-c3ccccc3)nn2c(C)c1CCC(=O)N1CCN(c2ccccc2)CC1	-4	3	10	-3	-4	103	x	-1.7	-1.6	-4
CN(Cc1ccc(Cl)s1)C(=O)CNC(=O)CNC(=O)c1ccc(Cl)cc1Cl	1	-1	3	-7	-6	107	-2	-3.6	1.6	-5
C/C(=N\NC(=O)CCC(=O)Nc1ccc(C)c(C)c1)c1cccs1	1	6	2	-1	-4	91	-5	-0.4	2.0	-1
COc1cc(OC)c(C(=O)Nc2cccnc2)cc1OC	-2	4	5	-5	-6	113	-1	-0.5	-1.2	-3
Cc1ccnc(SCc2ccc(C(=O)O)cc2)n1	2	4	-7	-13	-5	109	0	-1.0	-4.1	1
Cc1onc(-c2c(F)cccc2Cl)c1C(=O)Nc1ccc(S(=O)(=O)N2CCOCC2)cc1	-2	-11	-2	-6	-2	92	4	-0.9	2.1	-1
O=C(CCN1C(=O)/C(=C/c2ccccc2)SC1=S)NC1CCS(=O)(=O)C1 (centres undefined)	2	-7	3	0	2	99	-1	0.8	0.7	4
Cc1cc(C)c2ccc(C)[n+]([O-])c2c1O	-1	25	5	-4	2	x	2	-0.2	-1.6	-5
CCc1ccc(CNC(=O)CCC(=O)N2Cc3cccc(OC)c3Oc3ncccc32)cc1	0	-1	0	-8	-6	97	1	-2.9	0.0	-2
CC(C)Oc1ccc(C(=O)Nc2ccc3c(c2)n(C)c(=O)n3C)cc1	2	11	8	-5	1	97	-2	x	1.0	-4
CCOC(=O)N1CCN(Cc2nc(N)nc(Nc3ccc(Oc4ccccc4)cc3)n2)CC1	0	10	7	-3	-6	110	0	-0.9	1.5	-2
CC(C)=C1C2CCC1C1C(=O)N(c3ccc4c(c3)OCO4)C(=O)C21 (centres undefined)	-3	2	-1	-2	-4	100	x	-0.1	0.4	-1
O=C(O)c1ccccc1NS(=O)(=O)c1ccccc1C(F)(F)F	2	9	0	-3	-2	99	7	-1.2	1.6	-1
Cc1cc(/C(N)=N/OC(=O)Nc2ccc(Cl)cc2)no1	x	-8	2	x	1	96	0	-1.7	-1.0	x
COc1ccccc1NS(=O)(=O)c1cc(-c2cc(C)no2)ccc1OC	1	-1	4	-6	-5	x	4	-4.5	-1.5	-1
CC(C)CCSc1nc2c(c(=O)[nH]c(=O)n2C)n1CCCc1ccccc1	3	-5	0	2	-3	67	x	-2.5	-2.9	x
C/C(=N\NC(=O)C1CCCC1)c1ccc(C(C)C)cc1	-1	-5	-5	-9	0	x	0	-2.4	0.6	-2
CCOC(=O)Cc1csc(NC(=O)Cc2ccc(Br)cc2)n1	-3	11	1	-7	-5	104	0	-0.3	3.4	x
Cc1n[nH]c(C)c1N1C(=O)c2cccc3c(Br)ccc(c23)C1=O	3	-5	6	-17	2	102	1	-0.7	1.9	-2

Sorted by number of heavy atoms (lowest first): some entries from above.
SMILES	DAGLB inhibitor	Arr AP2 block	V-ATPase pH	RTF Ca sens inh	Keap1-Nrf2 PPI	Pemphigus Ab inh	NSD2 inh	CAL PDZ FP-1	LANA DNA inh	CAL PDZ FP-2
COc1cc(OC)c(C(=O)Nc2cccnc2)cc1OC	-2	4	5	-5	-6	113	-1	-0.5	-1.2	-3
CCOC(=O)Cc1csc(NC(=O)Cc2ccc(Br)cc2)n1	-3	11	1	-7	-5	104	0	-0.3	3.4	x
O=C(O)c1ccccc1NS(=O)(=O)c1ccccc1C(F)(F)F	2	9	0	-3	-2	99	7	-1.2	1.6	-1
CC(C)Oc1ccc(C(=O)Nc2ccc3c(c2)n(C)c(=O)n3C)cc1	2	11	8	-5	1	97	-2	x	1.0	-4
CCc1ccc(CNC(=O)CCC(=O)N2Cc3cccc(OC)c3Oc3ncccc32)cc1	0	-1	0	-8	-6	97	1	-2.9	0.0	-2

Returning to the listing, starting 5 compounds before the break.
SMILES	DAGLB inhibitor	Arr AP2 block	V-ATPase pH	RTF Ca sens inh	Keap1-Nrf2 PPI	Pemphigus Ab inh	NSD2 inh	CAL PDZ FP-1	LANA DNA inh	CAL PDZ FP-2
COc1ccccc1NS(=O)(=O)c1cc(-c2cc(C)no2)ccc1OC	1	-1	4	-6	-5	x	4	-4.5	-1.5	-1
CC(C)CCSc1nc2c(c(=O)[nH]c(=O)n2C)n1CCCc1ccccc1	3	-5	0	2	-3	67	x	-2.5	-2.9	x
C/C(=N\NC(=O)C1CCCC1)c1ccc(C(C)C)cc1	-1	-5	-5	-9	0	x	0	-2.4	0.6	-2
CCOC(=O)Cc1csc(NC(=O)Cc2ccc(Br)cc2)n1	-3	11	1	-7	-5	104	0	-0.3	3.4	x
Cc1n[nH]c(C)c1N1C(=O)c2cccc3c(Br)ccc(c23)C1=O	3	-5	6	-17	2	102	1	-0.7	1.9	-2
COc1ccc(COC(=O)C2CCN(S(=O)(=O)c3ccc(Cl)cc3)CC2)cc1	-8	-2	-2	-25	-2	110	-2	-2.1	0.7	-6
O=C(CSCc1cccc(CSCC(=O)Nc2ccc3ccccc3c2)n1)Nc1ccc2ccccc2c1	-9	4	-2	-16	-1	98	-1	-3.9	-1.3	-5
COc1ccc(C(=O)NC2CC2)cc1OC1CCN(C(C)CSC)CC1 (centres undefined)	0	-9	2	-6	-1	x	6	-1.9	1.6	-3
Cc1cc(Cl)ccc1NC(=O)NC1CCN(S(=O)(=O)c2ccc(F)cc2)CC1	-2	2	2	0	-1	100	0	0.1	-0.6	x
Cc1ccc(Cn2ncc3c(N4CCN(c5ccc(C)cc5)CC4)ncnc32)cc1	2	-6	-2	-2	3	95	1	-0.7	-0.5	x
Cc1ccc(C2NNC(=O)C2NC(=O)c2ccccc2)cc1 (centres undefined)	5	17	-2	-6	3	105	3	-1.3	-2.6	-7
COc1cc(/C=N/NC(=O)c2cccc(S(=O)(=O)N3CCOCC3)c2)cc(OC)c1O	-1	-10	-2	-14	0	105	9	0.0	-0.3	x
COc1ccc(C2CC(c3ccccc3O)=NN2C(=O)c2ccccc2)cc1OC (centres undefined)	-3	9	-4	-4	-3	89	-1	-2.4	-0.4	-6
CCCNC(=O)C1CCN(c2nc(C)cc(C)n2)CC1	1	9	0	-1	-5	107	11	-0.5	-0.2	-2
CC1=CC=CN2C1=NC(=O)CC2(C)C(=O)N(CC(=O)NC1CCCC1)Cc1ccccc1 (centres undefined)	-3	24	-6	5	4	96	x	-1.6	-1.2	-6
O=c1[nH]c(/C(Cl)=C/c2cc(Cl)ccc2O)nc2cc(Cl)ccc12	6	5	-4	-1	1	115	1	0.5	-1.4	x
C#CCN(Cc1ccco1)C(=O)c1ccc(OC2CCN(Cc3ccccn3)CC2)cc1	-1	-5	2	3	-1	101	6	-0.1	0.4	-6
Cc1ccc(S(=O)(=O)N(Cc2cccc(C(F)(F)F)c2)C(=O)N2CCN(C)CC2)cc1	1	-12	3	-9	3	95	7	0.1	13	x
Cc1cc(Cl)ccc1OCC(=O)OC(C)C(=O)NC(N)=O (centres undefined)	3	6	1	-9	-4	105	-2	-4.8	-1.0	-1
O=C(Cc1n[nH]c(=O)[nH]c1=O)N/N=C/c1c(O)ccc2ccccc12	3	4	-3	-1	-1	106	1	-0.8	3.4	0
Cc1ccccc1C(=O)N1CCC(C(=O)Nc2ccc(C(C)C)cc2)CC1	-1	4	-1	-3	-5	x	24	-3.2	1.7	-5
CCn1c(CNC(=O)C23CC4CC(CC(C4)C2)C3)nnc1SCC(=O)Nc1nnc(C)s1	1	-3	-1	-3	4	72	x	0.3	-0.2	x
COc1cccc(/C=C2/SC(=S)N(CC(=O)Nc3nnc(C)s3)C2=O)c1	-1	-8	2	-1	-3	99	x	0.5	1.4	-1
COc1ccccc1N(C)S(=O)(=O)c1ccc(C(=O)N2CCCC(C(F)(F)F)C2)cc1 (centres undefined)	-3	21	-1	-2	5	103	-1	-2.6	0.0	3
COc1ccc(S(=O)(=O)N2CCC(C(=O)N3CCc4ccccc4C3)CC2)cc1	-3	5	-2	2	-5	105	-1	-1.1	0.2	0
O=c1c(/C=C(\O)c2ccccc2)nc2ccccc2n1-c1ccccc1	-1	12	1	-10	1	156	-9	0.0	25	3
Fc1ccc(N2CCN(c3nc(-c4ccco4)cc(C(F)(F)F)n3)CC2)cc1	-12	8	-1	2	4	91	-10	-1.2	0.0	-3
COc1ccc(-n2nnnc2-c2ccccc2)cc1	3	2	-2	-2	-1	108	-4	-0.3	-1.5	0
COc1cc(CN2CCCC(C(=O)c3ccc4c5c(cccc35)CC4)C2)cc(OC)c1O (centres undefined)	0	28	1	-3	-2	97	4	0.3	2.1	-1
COc1cccc(CNC(=O)Cn2cccc2C(=O)c2ccccc2C)c1	1	-2	-1	-4	-3	x	0	-0.7	-1.3	-4
CCCN(CCC)CC(O)COc1ccc2c(c1)OCO2 (centres undefined)	3	13	8.9*	-15	0	103	29	0.5	-3.2	-2
Cc1ccccc1C(=O)NCCc1nnc(SCC(=O)Nc2nc(-c3ccccc3)cs2)n1C	1	2	-1	-12	-3	108	-1	-0.4	-0.6	x
Cc1cc(C)c2c(CN3CCN(C)CC3)cc(=O)oc2c1	2	11	-2	2	-4	118	18	-0.9	-1.8	x
